Screens from PubChem.
NFkB binder = binders of NF-kB p50 subunit, primary screen, biochemical, small molecule microarray, anti-His fluorescence | Nuclear factor NF-kappa-B p105 subunit (Homo sapiens), P19838 | anti-His fluorescence binding | calls only | 1.3% of 17,000 active;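 active = spot fluorescence over background significantly raised, with a chance value under 7% in all four replicate spots of the compound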;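 note: probe protein is his-tagged human p50 processed subunit at 1 µg/ml; raw spot fluorescence signals with no normalization applied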
Target sequence (P19838 1-433 limits assumed): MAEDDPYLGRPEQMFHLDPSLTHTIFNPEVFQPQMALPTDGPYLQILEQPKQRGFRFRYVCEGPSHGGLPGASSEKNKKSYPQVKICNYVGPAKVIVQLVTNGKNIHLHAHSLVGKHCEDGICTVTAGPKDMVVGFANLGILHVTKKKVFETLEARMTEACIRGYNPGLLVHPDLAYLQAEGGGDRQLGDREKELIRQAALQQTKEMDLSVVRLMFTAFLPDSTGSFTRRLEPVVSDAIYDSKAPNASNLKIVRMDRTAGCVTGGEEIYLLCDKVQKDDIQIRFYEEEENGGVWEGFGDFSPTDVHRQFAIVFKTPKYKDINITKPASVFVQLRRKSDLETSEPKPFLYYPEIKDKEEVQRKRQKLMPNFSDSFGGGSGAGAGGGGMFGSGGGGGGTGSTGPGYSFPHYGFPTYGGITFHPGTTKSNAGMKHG
Calls only; i = inactive. These rows are one share of the data, so the mix of outcomes need not match the whole.

SMILES	NFkB binder
CCC(Cc1c(I)cc(I)c(N)c1I)C(=O)O (stereo not drawn)	i
CC1(C)Oc2ccc(C#N)cc2[C@@H](N2CCCC2=O)[C@@H]1O	i
C#C[C@]1(O)CC[C@H]2[C@@H]3CCC4=CC(=O)CC[C@@H]4[C@H]3CC[C@@]21CC	i
CC(C)(C(=O)c1cccnc1)c1cccnc1	i
COC(=O)C1=CO[C@@H](O[C@@H]2O[C@H](CO)[C@@H](O)[C@H](O)[C@H]2O)C2C1CC(O)C2C (stereo partly drawn)	i
COC(=O)Nc1nc2ccc(S(=O)c3ccccc3)cc2[nH]1 (stereo not drawn)	i
CCN(CC)CCOC(=O)C(c1ccccc1)c1ccccc1	i
CCc1cc(-c2n[nH]c(C)c2-c2ccc3c(c2)OCCO3)c(O)cc1O	i
CN=C(NC#N)Nc1ccc(C2=NNC(=O)CC2C)cc1 (stereo not drawn)	i
COc1ccc([C@@H]2CNC(=O)C2)cc1OC1CCCC1	i
COc1cc(-c2oc3cc(O)cc(O)c3c(=O)c2O[C@@H]2O[C@H](CO[C@@H]3O[C@@H](C)[C@H](O)[C@@H](O)[C@H]3O)[C@H](O)[C@H](O)[C@H]2O)ccc1O	i
CC1=CCC[C@@H]2[C@](CCc3ccoc3)(C(=O)O)[C@H](C)CC[C@@]12C	i
CN1CCN(CCCN2c3ccccc3Sc3ccc(S(=O)(=O)N(C)C)cc32)CC1	i
C[C@@H]1O[C@@H](OC[C@H]2O[C@@H](Oc3cc(O)c4c(c3)OC(c3ccc(O)cc3)CC4=O)[C@H](O)[C@@H](O)[C@@H]2O)[C@H](O)[C@H](O)[C@H]1O (stereo partly drawn)	i
COc1cc(-c2oc3cc(O)cc(O)c3c(=O)c2OC2OC(CO[C@@H]3O[C@@H](C)[C@H](O)[C@@H](O)[C@H]3O)C(O)C(O)C2O)ccc1O (stereo partly drawn)	i

Two entries from above in another layout.
smiles,NFkB binder
CCc1cc(-c2n[nH]c(C)c2-c2ccc3c(c2)OCCO3)c(O)cc1O,i
CC1=CCC[C@@H]2[C@](CCc3ccoc3)(C(=O)O)[C@H](C)CC[C@@]12C,i

Pulled by structure from above, five records:
SMILES	NFkB binder
CCc1cc(-c2n[nH]c(C)c2-c2ccc3c(c2)OCCO3)c(O)cc1O	i
CN1CCN(CCCN2c3ccccc3Sc3ccc(S(=O)(=O)N(C)C)cc32)CC1	i
CCN(CC)CCOC(=O)C(c1ccccc1)c1ccccc1	i
CN=C(NC#N)Nc1ccc(C2=NNC(=O)CC2C)cc1 (stereo not drawn)	i
COc1ccc([C@@H]2CNC(=O)C2)cc1OC1CCCC1	i
